H9c2 TAG inh = triacylglycerol accumulation inhibition. H9c2 cells, Nile Red lipid (TAG) fluorescence; cells loaded with 200 µM oleic acid. inhibition, % at 12.5 µM. 230,000 tested, 0.66% active. AID 651582;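 active means pattern-corrected inhibition of lipid staining of at least 50% with the nuclear-stain viability signal not falling by more than 50%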;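 further: 0% = DMSO wells and 100% = triacsin C control wells; some results filed as inactive read as strong as hits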
H9c2 TAG inh DAPI viability = second read-out of H9c2 TAG inh, no call of its own (marks repeat the call); DAPI nuclei signal change (viability), lower = more cytotoxic, %;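 whole-well DAPI fluorescence read on a plate reader as a viability signal; minus 50 percent equals half of cells still viable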
Numbers without * were called inactive. These rows are one share of the data. The share of hits here may be higher or lower than overall.

canonical_smiles	H9c2 TAG inh	H9c2 TAG inh DAPI viability
Cc1nc(N)nc(-c2ccccc2O)n1	9	-10
CCOc1ncccc1C(=O)NNC(=O)c1csc(N2CCOCC2)n1	3	-2
CCN1CCN(C(=O)c2cc(COc3ccc(F)c(F)c3)on2)[C@@H](C)C1=O	-22	-3
CCCOc1ccc(C(=O)NCCO)cc1	-8	7
CC1(C(=O)Nc2ccc(Cl)c(C(F)(F)F)c2)Cc2c(-c3ccc4c(c3)OCO4)ccnc2O1 (stereo not given)	-4	-3
COc1ccccc1C(=O)OCc1ccc2sc(C)nc2c1	-6	11
COc1ccc(S(=O)(=O)N2CCCC2CNC(=O)C(=O)NCc2ccc3c(c2)OCO3)cc1 (stereo not given)	11	-2
CCOc1ccc(OCCC(=O)Nc2ccc3c(c2)OCO3)cc1	-16	-4
O=C(CN1C(=O)C2C3C=CC(C4CC34)C2C1=O)Nc1cnc2ccccc2c1 (stereo not given)	2	5
O=C1[C@H](Cc2ccccc2)NCCCC[C@@H](c2ccco2)N1Cc1ccccc1	-9	-6
CC1(C(=O)NCc2ccccc2)Oc2ccccc2NC1=O (stereo not given)	-8	4
Cn1c2ccccc2c(=O)c2ccc(C#CC3(N)CCCCC3)cc21	21	86
COc1ccc(CNC(=O)C2Cc3c(-c4cccc(F)c4)ccnc3O2)cc1OC (stereo not given)	8	-9
CC(C)c1nnc(N2C(=O)c3oc4ccccc4c(=O)c3C2c2ccco2)s1 (stereo not given)	-13	16
Cc1cn(CC(=O)NCCc2c[nH]c3ccccc23)c(=O)[nH]c1=O	-6	11

Full records from above. Order of screens: H9c2 TAG inh, H9c2 TAG inh DAPI viability
O=C1[C@H](Cc2ccccc2)NCCCC[C@@H](c2ccco2)N1Cc1ccccc1 as listed: -9, -6
O=C(CN1C(=O)C2C3C=CC(C4CC34)C2C1=O)Nc1cnc2ccccc2c1 (stereo not given) as listed: 2, 5

Continued.
canonical_smiles	H9c2 TAG inh	H9c2 TAG inh DAPI viability
CC(C)Oc1ccc(S(=O)(=O)N2CCOCC2)cc1NC(=O)C1CSC2(C)CCC(=O)N12 (stereo not given)	13	-2
Cc1c(C(=O)Nc2nc(-c3ccccn3)cs2)oc2ccccc12	4	-4
COc1ccc(S(=O)(=O)N(C)c2ccc(C(=O)NCc3ccccn3)cc2)cc1	-20	-2
CCn1nnnc1SCC(=O)N1CCCCC1	8	-3
COc1ccc(-n2c(Cn3nnc4ccccc43)nnc2SCC(=O)O)cc1	17	-3
CCC(=O)OCC(=O)c1cc(C)n(-c2ccc(Br)cc2)c1C	-1	8
CCC(CC)C(=O)NCCc1cc2ccc(C)cc2[nH]c1=O	6	1
COc1ccc(CCNC(=O)CCCOc2cccc(C)c2C)cc1OC	16	2
Cc1cc(=O)[nH]c(/N=C(\N)Nc2ccc(SC(F)F)cc2)n1	-29	-2
Cc1ccc(C)c(NC(=O)CSc2nnc(-c3ccccc3)o2)c1	5	-11
COC(=O)c1ccc(COc2ccc(/C=N/Nc3nc(C)cc(=O)[nH]3)cc2)cc1	-19	12
CCC(CC)c1nnc(NC(=O)C2=NNC(=O)CC2)s1	-11	-4
O=C(c1ccc(Br)cc1)c1cc(-c2ccccn2)c(N2CCOCC2)s1	4	15
Cn1c(=O)c2c(ncn2CC(COCc2ccccc2Cl)OCc2ccccc2Cl)n(C)c1=O (stereo not given)	-13	-1
CCN(CC)C(=O)C1CCCN(C(=O)c2cc(COc3cccc(OC)c3)on2)C1 (stereo not given)	9	-2

Next entries
canonical_smiles	H9c2 TAG inh	H9c2 TAG inh DAPI viability
COc1ccc(NC(=O)c2ccco2)c(NC(=O)Cc2cccs2)c1	14	-14
c1ccc(C(c2ccccc2)c2noc(CN3CCC(c4ccncc4)CC3)n2)cc1	-38	-5
CCOc1ccc(/C(O)=C2/C(=O)C(=O)N(CC3CCCO3)C2c2cccs2)cc1 (stereo not given)	8	-4
O=C(Nc1ccc(Cc2ccncc2)cc1)c1ccc(S(=O)(=O)N2CCCC2)cc1	-53	1
CSc1nc2[nH]ncc2c(=O)n1-c1ccccc1	-8	1
O=C(NN=C1CCCC1)c1ccccc1OCc1ccc(Cl)cc1	4	11
C[C@H]1CN([C@@H](C)CO)C(=O)c2cccc(NC(=O)c3cnccn3)c2O[C@@H]1CN(C)S(=O)(=O)c1ccc(F)cc1	6	-5
CS(=O)(=O)c1ccc2c(c1)sc1nc(=O)c(/C=C3/C=CC(=O)C(O)=C3)c(N)n12	4	-1
Cc1ccc(/C=N/n2nnnc2N)o1	-10	14
C/C(=N\NC(=O)CSc1nc(C)[nH]c1[N+](=O)[O-])c1ccc(F)cc1	-5	6
CC(=O)c1ccccc1NC(=O)COC(=O)c1c(C)nn(-c2ccccc2)c1C	-9	-3
COc1cc(C2NC(=O)c3ccccc3O2)ccc1OC(C)C (stereo not given)	13	2
CN1C(=O)N(c2ccccc2)C(Nc2nncs2)C1(C)C (stereo not given)	2	-9
CC1(C)OC(C)(C)/C(=C\c2ccc(OCC(N)=O)cc2)C1=O	13	-2
O=C(COc1cccc2ccccc12)N/N=C/c1ccncc1	3	2

Further compounds:
canonical_smiles	H9c2 TAG inh	H9c2 TAG inh DAPI viability
COC(=O)c1scc(S(=O)(=O)C(C)(C)C)c1-n1cccc1	-1	-2
O=C(N/N=C/c1coc2ccc(Cl)cc2c1=O)c1ccc(O)cc1	7	-12
COc1ccc2oc(C(=O)OCC(=O)N3CCN(S(=O)(=O)c4ccccc4)CC3)c(C)c2c1	-3	6
O=[N+]([O-])c1cc(Cl)ccc1NCCNc1ncc(C(F)(F)F)cc1Cl	9	-12
CN(C(=O)Nc1cccc(C(F)(F)F)c1)C1CCCCC1	-11	9
CC(C)NC(=O)[C@H](CSCc1ccccc1)N1Cc2ccccc2C1=O	-7	-6
O=C1C=CC(=Nc2ccc3c(c2)Cc2ccccc2-3)O1	12	0
Cc1ccc(S(=O)(=O)N(CC(=O)NC2CC2)c2ccc(C)c(Cl)c2)cc1	6	-3
O=C(COC(=O)c1ccccn1)NCCc1ccc(Cl)cc1	5	-9
COc1ccc(-c2csc(C(C)(O)c3ccccc3)n2)cc1 (stereo not given)	-16	12
N#CCCN(Cc1cccs1)C(=O)c1ccc(Cl)cc1	14	-13
Cc1[nH]c2ccccc2c1C(=O)C(=O)NCCOc1ccccc1	-11	1
Nn1c(SCc2cccc3ccccc23)nnc1-c1ccco1	-19	2
O=C(COC(=O)CCC(=O)c1ccc(F)cc1)NCc1ccccc1Cl	6	3
COc1c(Cl)ccc(Cl)c1C(=O)NC(=O)Nc1nc(C)cc(C)n1	-27	-2

Three of the compounds above, as labelled records.
> O=C1C=CC(=Nc2ccc3c(c2)Cc2ccccc2-3)O1
  H9c2 TAG inh = 12; H9c2 TAG inh DAPI viability = 0

> Cc1ccc(S(=O)(=O)N(CC(=O)NC2CC2)c2ccc(C)c(Cl)c2)cc1
  H9c2 TAG inh = 6; H9c2 TAG inh DAPI viability = -3

> O=C(COC(=O)c1ccccn1)NCCc1ccc(Cl)cc1
  H9c2 TAG inh = 5; H9c2 TAG inh DAPI viability = -9

Carrying on:
structure	H9c2 TAG inh	H9c2 TAG inh DAPI viability
Nc1nc(-c2ccc(F)cc2)cs1	4	4
CN(Cc1ccccc1)C(=O)c1ccc(Nc2nc(CN)cs2)nc1	9	-2
CCN(C(=O)c1c(C)noc1C)c1c(N)n(Cc2ccccc2)c(=O)[nH]c1=O	13	16
O=C(CSc1nc2ccccc2[nH]1)N/N=C/c1ccncc1	1	2
O=C(N=C1SC2CS(=O)(=O)CC2N1c1ccccc1)c1ccccc1 (stereo not given)	7	4
Cn1c(CCN2CCCCC2)nc2cc(NC(=O)Nc3ccccc3)ccc21	6	10
O=C(O)c1cccc(-c2ccc(/C=N/Nc3nn[nH]n3)o2)c1	6	-4
CC1Oc2ccccc2N(CC(=O)NCc2ccc3c(c2)OCO3)C1=O (stereo not given)	-21	4
CC1(C)Cc2ccccc2-c2nnc(SCC(=O)Nc3ccc4c(c3)OCO4)n21	-11	11
O=C1Oc2ccccc2C(=O)/C1=C/N1CCN(c2ccccc2F)CC1	9	-10
Cc1ccc(S(=O)(=O)N2CCCCC2)cc1NC(=O)Cn1cnnn1	-2	2
Cc1cc(=O)c(C(=O)Nc2cccc(C(=O)NC3CC3)c2)nn1-c1ccccc1Cl	15	-4
C=C[C@H](CC(C)C)N(Cc1ccccc1)S(=O)(=O)N(Cc1ccccc1)[C@@H](C=C)CC(C)C	-63	2
COc1cc(/C=N\Nc2nc(-c3cccs3)c(NC(C)=O)s2)ccc1O	-36	12
O=C(CNC(=O)OCc1ccccc1)OC(c1ccccc1)c1ccccc1	4	10
CC(C)COC(=O)c1ccc(NC(=O)C2C3C=CC(C3)C2C(=O)O)cc1 (stereo not given)	-4	2
COC(=O)c1c(C(=O)OC)c(-c2ccc(C(C)(C)C)cc2)n2c1CS(=O)C2 (stereo not given)	9	-6
CCc1nc2c(cnn2-c2ccc(Cl)cc2)c(=O)n1-c1ccc(OC)cc1	-168	1
Cn1ncc(Cl)c1C(=O)NCC1CCCO1 (stereo not given)	-3	3
Cc1ccc(-n2nnc(-c3cc4ccccc4nc3Cl)n2)cc1	-4	0
Nc1c2c(nc3sc4c(c13)CCCC4)-c1ccccc1CC2	13	-7
Cc1[nH][nH]c(=O)c1C(c1ccc(N(C)C)c(Br)c1)c1c(C)[nH][nH]c1=O	8	-1
COc1cc(C)ccc1S(=O)(=O)NC(=O)C1(C)CCN1C(=O)c1ccc(C(F)(F)F)nc1C (stereo not given)	13	1
CC(=NNC(=O)CCC(=O)Nc1ccccc1Cl)c1ccco1	-12	-4
c1ccc(-n2nnnc2SCc2ccccn2)cc1	24	-13

Further records:
structure	H9c2 TAG inh	H9c2 TAG inh DAPI viability
COc1ccc(S(=O)(=O)NCCc2ccc(F)cc2)cc1	-32	23
Cc1nc(-c2nnc(SCC(=O)Nc3cc(Cl)cc(Cl)c3)n2C)cs1	0	0
CC1CC(C)CN(C(=O)C(C)N(C)CC(=O)Nc2ccc(F)cc2)C1 (stereo not given)	-1	-7
Cc1cc(C)c(O)c(C2(O)C(=O)c3ccccc3C2=O)c1	-9	7
O=C(c1noc2c1CCCCC2)N1CCN(C(c2ccccc2)c2ccccc2)CC1	4	-6
CC(=O)Nc1ccc(S(=O)(=O)N2CCN=C2C)cc1	-11	0
COc1ccccc1N1CCN(C(c2ccccc2)c2nnnn2CCc2ccccc2)CC1 (stereo not given)	22	-9
COc1ccc(CNC(=O)c2cn(Cc3ccccc3OC)c(=O)s2)cc1	4	5
CCc1nnc(SCC(=O)Nc2ccc(F)cc2)o1	10	16
NC(=O)[C@@H]1CC2(CC(c3cccc(NC(=O)[C@@H]4CCC(=O)N4)c3)=NO2)CN1C(=O)Cc1ccc([N+](=O)[O-])cc1 (stereo not given in full)	4	-11
COc1ccc(-c2nc(NCCN(C)C)nc3ccsc23)c(C)c1	4	15
CCN(C(=O)COC(=O)CNC(=O)C1CCCCC1)c1ccccc1	-12	7
Cc1nc(CS(=O)(=O)c2ccccc2)cc(N2CCOCC2)n1	-10	9
Cc1ccc(C(=O)NCCCN2CCN(CCCNC(=O)c3ccc(C)cc3)CC2)cc1	-3	2
O=C(O)CCCNC(=O)Cc1ccccc1	1	2
Cc1ccc(Nc2ccc(N3CCN(c4ccc([N+](=O)[O-])cc4)CC3)nn2)cc1	-3	-4
Cc1cc(NC(=O)COC(=O)C2CCCN2C(=O)c2cccs2)no1 (stereo not given)	-13	29
CC1CN(Cc2ccco2)C(=S)NC1=O (stereo not given)	3	-4
Cc1cc(C)c2c(c1)/C(=c1/sc3n(c1=O)CN(c1ccccc1)CN=3)C(=O)N2	28	-2
Cc1ccc(C(=O)NC2(C(Cl)Cl)N=C(c3ccccc3)N=C2N)cc1 (stereo not given)	-2	-12
Cc1ccccc1NS(=O)(=O)c1ccc(C(=O)N2CCCCCC2)cc1	-7	-5
O=C(CSc1nnc(-c2ccco2)o1)c1ccccc1Cl	13	-4
O=C(O)C1C2C=CC(O2)C1C(=O)NC1CCCc2ccccc21 (stereo not given)	-7	9
COC(=O)/C=C/c1cc(F)ccc1S(=O)(=O)NC(C)(C)C	6	-3
C[n+]1ccn(CC(=O)c2cccs2)c1	2	0

Compounds shown so far with a CF3 group, in the order listed:
structure	H9c2 TAG inh	H9c2 TAG inh DAPI viability
CC1(C(=O)Nc2ccc(Cl)c(C(F)(F)F)c2)Cc2c(-c3ccc4c(c3)OCO4)ccnc2O1 (stereo not given)	-4	-3
O=[N+]([O-])c1cc(Cl)ccc1NCCNc1ncc(C(F)(F)F)cc1Cl	9	-12
CN(C(=O)Nc1cccc(C(F)(F)F)c1)C1CCCCC1	-11	9
COc1cc(C)ccc1S(=O)(=O)NC(=O)C1(C)CCN1C(=O)c1ccc(C(F)(F)F)nc1C (stereo not given)	13	1

Other structures follow.
structure	H9c2 TAG inh	H9c2 TAG inh DAPI viability
CN(Cc1cc2ccccc2[nH]c1=O)S(C)(=O)=O	-16	3
NC(=O)C1(C(=O)O)OC1(c1ccc(Cl)cc1)c1ccccc1Cl (stereo not given)	6	2
C=CCc1c(Cl)nc(C)nc1NCc1ccccc1	-18	3
Cc1cccc(C(=O)OCC(=O)Nc2c(C)n(C)n(-c3ccccc3)c2=O)c1O	-6	2
N#Cc1ccc(C23CC4(C2)[C@H](CN(Cc2ccc(-c5ccccc5)cc2)[C@@H]4c2ccccc2)C3c2ccccc2)cc1 (stereo not given in full)	-14	18
CCN1C(=O)[C@H]2[C@@H](c3ccc(-c4ccc(Cl)c(Cl)c4)c(OC)c3)N3CCCC[C@@]3(C(=O)OC)[C@H]2C1=O	-5	5
COc1cccc(NC(=O)NC2CC(=O)N(c3ccc4c(c3)OCCO4)C2)c1 (stereo not given)	24	0
CC(=O)Nc1ccc(S(=O)(=O)NCC2CCC(C(=O)N3CCCCCC3)CC2)cc1 (stereo not given)	5	29
Cc1ccc(-c2noc(CN3CCN(C(c4ccccc4)c4ccccc4)CC3)n2)cc1	-2	-5

High-throughput results from PubChem BioAssay.
